# Compound activity deposited in PubChem BioAssay by National Center for Advancing Translational Sciences (NCATS).
# AID inhibitor = inhibitors of human activation induced cytidine deaminase | Q9GZX7 | AID deamination FRET fluorescence, UDG-coupled, 4 h | Potency, µM (top dose mostly 115 µM), for the others: at the top dose activity change, negative = inhibition, hits mostly inhibitors | 91,000 compounds, 0.32% hits | AID 1347428; also: nearly all actives have a fitted effect of over 25% in size
# Target sequence (Q9GZX7 whole entry, looked up): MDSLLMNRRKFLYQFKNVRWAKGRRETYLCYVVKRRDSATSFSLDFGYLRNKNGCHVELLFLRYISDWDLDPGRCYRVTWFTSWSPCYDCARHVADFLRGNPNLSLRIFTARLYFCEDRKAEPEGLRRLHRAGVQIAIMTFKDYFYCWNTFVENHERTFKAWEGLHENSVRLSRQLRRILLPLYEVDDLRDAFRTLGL
# UDG counterscr = UDG inhibition counter-screen; 91,000 compounds, 0.14% hits; FRET deamination/UDG coupled assay, UDG read, 4 h; Potency, µM (doses to about 115 µM), without a hit: at the highest dose activity change, negative = inhibition, usual class: inhibitors; also: nearly all actives have a fitted effect of over 65% in size
# The depositor's hits bear a star; ? = inconclusive; & = joins results of further samples; [ ] = remark or other dose. Calls follow the shape of the dose curve; as a rule, active = well fitted curve in the direction sought with a large enough effect; inconclusive = small, poorly fitted or top-dose-only effect, or another doubt; inactive = no such curve, though single readings can be large; an effect the other way counts as inactive or inconclusive. % is scaled to controls: 0 for no effect and ±100 for the full control effect; potency is read from the fitted curve at half-maximal effect. Not all compounds are listed; count on the stated rates, not on these rows.
canonical_smiles,UDG counterscr,AID inhibitor
c1nc(Sc2ccc3c(c2)OCCCO3)c2c3c(sc2n1)CCCC3,-5%,-14%
COc1ccc(N2Cc3cccc(C(=O)Nc4ccc(C(C)C)cc4)c3C2=O)cc1,-21%,?
CCCC(=O)Nc1nnc(Cc2c[nH]c3ccccc23)s1,3%,12%
CSc1nc(Cl)cc(Sc2ccc(C)cc2)n1,-3%,-2%
CO/N=C(\C(=O)N[C@@H]1C(=O)N2C(C(=O)O)=C(CSc3nc(=O)c(O)nn3C)CSC12)c1csc(N)n1 (stereo partly drawn),-3%,7%
CCOc1ccc2oc(=O)cc(CN3CCN(C(=O)c4ccc(F)cc4)CC3)c2c1,1%,8%
COc1cc(C#N)ccc1OCc1cccc(COc2ccc(C#N)cc2OC)c1,1%,3%
CCOc1ccccc1C(=O)OCc1ccc(C#N)cc1,-6%,-8%
CCc1ccccc1NC(=O)Cn1cc(C(=O)c2ccc(Cl)cc2)c(=O)c2ccc(C)nc21,-3%,?
COc1ccc(CCC(=O)NC2CC(=O)N(c3ccccc3)C2)cc1 (stereo not drawn),0%,-7%
CC(C)(C)OC(=O)N1CCC(c2c(C(=O)NCc3cccs3)cnn2-c2cccc(F)c2)CC1,-26%,?
O=C(NCCc1ccc(Cl)cc1)c1ccncc1,-3%,-4%
COc1cccc(-n2nnc3c(sc4nc(C)cc(C)c43)c2=O)c1,-2%,5%
CC(=O)c1cccc(NC(=O)c2nc(-c3ccccc3)n(-c3cccc(C)c3)n2)c1,?,?
N=C(N)Cc1ccccc1,-8%,-10%
O=C(Cc1ccc(F)cc1)N(Cc1ccc(C(F)(F)F)cc1)C1CC1,7%,-12%

# An excerpt from above in order of the AID inhibitor value, highest first:
molecule | AID inhibitor
COc1cccc(-n2nnc3c(sc4nc(C)cc(C)c43)c2=O)c1 | 5%
O=C(NCCc1ccc(Cl)cc1)c1ccncc1 | -4%
COc1ccc(CCC(=O)NC2CC(=O)N(c3ccccc3)C2)cc1 (stereo not drawn) | -7%
N=C(N)Cc1ccccc1 | -10%
O=C(Cc1ccc(F)cc1)N(Cc1ccc(C(F)(F)F)cc1)C1CC1 | -12%

# More compounds:
canonical_smiles,UDG counterscr,AID inhibitor
CCc1nc2nc(C)cc(Nc3cc(Cl)ccc3C)n2n1,6%,-14%
Cc1cc(N2CCN(C(C(=O)O)c3c[nH]c4ccc(CO)cc34)CC2)nc2ccccc12 (stereo not drawn),2%,-1%
COc1ccc(NC(=O)c2ccc3c(=O)n4nc(Nc5ccccc5C)sc4nc3c2)cc1,-3%,-16%
NC(=O)CCN(Cc1ccccc1)C(=O)NCC(F)(F)F,-1%,-6%
N#CCOC(=O)c1c[nH]c2ccccc12,9%,4%
COc1ccc(CNC(=O)c2cccc(NC(=O)N3CCSc4ncccc43)c2)cc1,-7%,2%
O=Cc1ccc(-c2ccc(I)cc2Cl)o1,-6%,-14%
COc1ccc2oc(=O)cc(-c3cc4cccc(OC)c4o3)c2c1,3%,-2%
CCc1cccc(CC)c1NC(=O)c1ccccc1SC,14%,2%
CC(=O)c1c(C)[nH]c(C(=O)CSc2cc(Cl)ccc2Cl)c1C,-2%,3%
O=C(CCc1c[nH]c2ccccc12)NC1CCC(c2ccccc2)CC1 (stereo not drawn),-13%,-17%
N#Cc1c(NC(=O)c2nn(-c3ccccc3)c(=O)c3ccccc23)sc2c1CCCC2,2%,7%
Cc1nn(-c2ccccc2)c(-n2cccc2)c1C(=O)NCCCN1CCN(c2ccccc2F)CC1,5%,-15%
CCn1ccc2cc(NC(=O)c3nn(Cc4ccccc4)c(=O)c4ccccc34)ccc21,-7%,-2%
COc1cc2nc(NC(=O)c3ccc(S(=O)(=O)N4CCOCC4)cc3)sc2cc1OC,-7%,-6%
N#Cc1nc(COc2ccc(Br)cc2)oc1N1CCC(C(N)=O)CC1,-5%,-11%
CC(C)CNC(=O)c1ccc2c(c1)CCCN2C(=O)c1cccc(Cl)c1,1%,-12%
O=C(CCc1cn(Cc2ccccc2Cl)c2ccccc12)NC1CCCCC1,1%,2%
N#Cc1ccc(Nc2nc(CN3CCOCC3)nc3sc4c(c23)CCCC4)cc1,-4%,?
CCCS(=O)(=O)N1CCC(n2c(C(F)(F)F)nc3cccnc32)CC1,18%,48%[activator]
Cc1cccc(C(=O)Nc2ccc3c(c2)nc(CCn2ccccc2=O)n3C)c1,3%,11%
CCC(CC)C(=O)Nc1nc2c(s1)CC(C)CC2 (stereo not drawn),-23%[57.5 µM],?
CC(=O)c1ccc(NS(=O)(=O)c2ccc3[nH]c4c(c3c2)CCCC4)cc1,-7%[57.5 µM],52%[activator]
COc1cc(C(=O)NCC(c2ccco2)S(=O)(=O)c2ccccc2)cc(OC)c1OC (stereo not drawn),-7%,-15%&-6%
CC(=O)Nc1cccc(NC(=O)c2cc3ccccc3n2C)c1,-6%,-1%
Cc1ccc(C(=O)Nc2ccccc2C(=O)O)cc1S(=O)(=O)N1CCCCCC1,6%,?
CCc1ccc(CNC(=O)c2cnc3sc(N(CC)CC)nn3c2=O)cc1,-5%,?
CCCCn1nc(NC(=O)c2cccc(Cl)c2)c2cc3cccc(C)c3nc21,-8%,8%
Cc1cc(C)c(NC(=O)Cn2c(=O)n(Cc3ccccc3)c(=O)c3c(C)c(C(=O)N(C)C)sc32)c(C)c1,-13%,-3%
CC1CCN(CCNC2CCCC2)CC1,-6%,33%[activator]
COc1ccc(-c2noc(-c3ccc(N4CCCC4)c([N+](=O)[O-])c3)n2)cc1OC,5%,9%
COc1cc2c(cc1C=O)OCCCO2,-5%,-2%
CCOc1ccc(OC(=O)c2sc3ncn(Cc4cccc(F)c4)c(=O)c3c2C)cc1,6%,-6%
Cn1c(CN2CCN(c3ccccc3NC(=O)c3ccccc3)CC2)nc2ccccc21,-3%,-20%
Cc1ccc(CC(=O)NC(C)c2ccncc2)cc1C (stereo not drawn),-2%,0%
CC(C)c1ccc(NC(=O)CCn2c(=O)c3cccn3c3ccccc32)cc1,-9%[57.5 µM],?
Cc1ccccc1C(=O)NC(NC(=O)c1ccccc1C)c1ccc(F)cc1,-10%,2%
O=S(=O)(Nc1ccc(F)cc1)c1ccc(-c2cnc(C3CC3)o2)cc1,4%,2%
Cn1c(SCc2ccc(F)cc2)nc2ccc(C(=O)NCc3cccc(Cl)c3)cc21,-7%,-14%
Cc1nc2nc(NC(=O)c3ccc(C(C)(C)C)cc3)[nH]n2c(=O)c1C,-11%,8%
Cc1oc2ncnc(N3CCOCC3)c2c1C(=O)N1CCN(c2cccc(C(F)(F)F)c2)CC1,2%,-6%
Cc1c(O)ccc2c(CN3CCN(c4cccc(C(F)(F)F)c4)CC3)cc(=O)oc12,4%,3%
COCc1oc2c(cc(NS(=O)(=O)c3ccc(C)cc3)c3ccccc32)c1C(=O)OC,43%[activator],-3%
Cc1cc(C(=O)COC(=O)c2ccco2)c(C)n1Cc1cccs1,1%,-2%
Cc1ccc(NC(=O)C2CCCN(S(=O)(=O)c3ccc4c(c3)oc(=O)n4C)C2)cc1Cl (stereo not drawn),-8%,13%
CCOC(=O)c1c(NC(=O)C(C)Sc2cn(CCNC(=O)c3ccccc3OC)c3ccccc23)sc2c1CCC2 (stereo not drawn),-8%,1%
CCS(=O)(=O)N1CCc2cc(C(=O)Nc3cc(C(F)(F)F)ccc3Cl)ccc21,-15%,10%
CC(NC(=O)CCCC(=O)O)C1CC2CCC1C2 (stereo not drawn),1%,-5%

# One compound at a time (already shown):
# Entry for `Cc1cc(C(=O)COC(=O)c2ccco2)c(C)n1Cc1cccs1` : UDG counterscr = 1%; AID inhibitor = -2%
# Entry for `Cc1oc2ncnc(N3CCOCC3)c2c1C(=O)N1CCN(c2cccc(C(F)(F)F)c2)CC1` : UDG counterscr = 2%; AID inhibitor = -6%

# The list continues:
canonical_smiles,UDG counterscr,AID inhibitor
Cn1nnnc1SCCCNCc1cc(Cl)ccc1OCc1ccc(F)cc1,-13%,-14%
O=C(/C=C/c1ccccc1)Nc1ccccc1C(=O)NCc1cccnc1,-3%,-5%
COc1ccc(C(=O)Nc2ccc3oc(-c4cccnc4)nc3c2)cc1OC,-3%,271%[activator]
CC(C)c1cnc2c(c1SCC(=O)c1ccccc1)c(=O)n(C)c(=O)n2C,-4%[57.5 µM],?
O=C(CSc1nc2ccc(NC(=O)c3ccc(F)cc3)cc2s1)NCc1ccccc1,-2%,4%
CCc1ccc(NC(=O)c2cnc(SC)nc2-c2ccccc2)cc1,7%,-4%
Cc1cccn2c(=O)c3cc(C(=O)NC(C)c4ccccc4)c(=N)n(CCCO)c3nc12 (stereo not drawn),2%,?
CCCCNC(=O)CN(C(C)C)C1CC1,-1%,3%
CC(Cc1ccc(Br)cc1)NC(=O)C1CCCCC1 (stereo not drawn),-3%,0%
CCOC(=O)Nc1cccc(N2CCn3c(nc4cc(Cl)ccc43)C2)c1,-15%,-8%
Oc1ccc(N=Cc2ccccc2OCc2ccccc2)cc1,?,14µM*
COc1ccccc1C(=O)Nc1ccccc1C(C)C,-5%,-15%
Cn1c(=O)c2c(nc(SCCCC#N)n2Cc2ccc(Cl)c(Cl)c2)n(C)c1=O,-7%,1%
CC(C)c1ccc(NS(=O)(=O)c2ccc3[nH]cc(C(=O)NCC4CCCO4)c(=O)c3c2)cc1 (stereo not drawn),-19%[57.5 µM],-21%
COc1cc(OC)cc(-n2c(=O)[nH]c3cc(C(=O)NCCc4ccc(C)cc4)ccc3c2=O)c1,39%[activator],10%
CC1CCN(C(=O)CSc2nc(-c3cccs3)nc3ccccc23)CC1,-6%,?
COc1cc(NC(=O)CCNC(=O)Cn2ccc3ccccc3c2=O)cc(OC)c1OC,0%,19%
CCOC(=O)c1c(C)n(-c2ccccc2)c2ccc(OC(=O)c3ccccc3NC(=O)C(C)(C)C)cc12,-29%,?
O=C(NC1(C(F)(F)F)C(=O)Nc2c1c(=O)[nH]c(=O)n2Cc1ccco1)c1ccccc1F (stereo not drawn),-3%,-5%
O=C(O)CCC(=O)N1N=C(c2ccco2)CC1c1ccc2nccnc2c1 (stereo not drawn),2%,11%
CCc1ccc(-n2c(N3CCN(c4cccc(Cl)c4)CC3)nc3ccccc3c2=O)cc1,-5%[57.5 µM],?
COc1ccc(-c2nnc(SCC(=O)N3CCCCC3)o2)cc1,2%,-25%
COC(=O)c1c(NC(=O)/C(C#N)=C/c2ccc(OC)cc2)sc2c1CCC2,-8%,6%
CCCC1N=C2c3ccccc3N=C(SCC(=O)Nc3cc(OC)cc(OC)c3)N2C1=O (stereo not drawn),0%,-25%
COc1ccc(C)cc1NC(=O)Nc1nnc(N2CCCCC2)s1,9%,-6%
O=C(/C=C/c1ccccc1)N1CCN(Cc2ccccc2)CC1,-1%,12%
COc1ccc(NC(=O)C2CCCN(S(=O)(=O)c3ccc(F)cc3)C2)cc1 (stereo not drawn),7%,3%
O=C(CSc1nnc(-c2ccccc2)n1-n1cccc1)Nc1ccc2c(c1)OCO2,2%,4%
Cc1cccc(NC(=O)c2ccc(-n3c(C)nnc3C)cc2)c1,-4%[57.5 µM],7%[57.5 µM]
Cc1cc2c(cn1)C(=O)c1ccccc1-2,1%,2%
CCCn1nc(C(=O)Nc2cc(S(=O)(=O)N(CC)CC)ccc2OC)c2ccccc2c1=O,6%,-2%
CC(=O)c1c(C)[nH]c(C(=O)C(C)Oc2c(F)c(F)cc(F)c2F)c1C (stereo not drawn),5%,-1%
CCCC[n+]1c(NCc2cc(Cl)ccc2[O-])[nH]c2ccccc21,3%,-3%
Cc1ccc(C)c(-c2cc(C(=O)O)c3cc(C)ccc3n2)c1,9%,8%
O=C(NC12CC3CC(CC(C3)C1)C2)c1ccc(Cl)c([N+](=O)[O-])c1,-11%,-17%
CC(=O)N1CCC(C(=O)Nc2ccc(Cl)cc2)CC1,-2%,-5%
CCOC(=O)C1=C(CN2CCC(C(=O)OCC)CC2)NC(=O)NC1c1ccc(Cl)cc1 (stereo not drawn),-13%,0%
c1ccc(CN2CCCNCC2)cc1,-3%,4%
Cc1cccc(N2CCN(c3ccc4cc(S(=O)(=O)N5CCC(C)CC5)ccc4n3)CC2C)c1 (stereo not drawn),-4%[57.5 µM],10%
CCOc1ccc(S(=O)(=O)N(CC(=O)NCCc2ccc(OC)cc2)c2ccccc2)cc1,0%,0%
CCC1CN(C(=O)N2CCC(C(=O)N3CCN(c4cc(C)ccc4C)CC3)CC2)c2ccccc2O1 (stereo not drawn),-21%,?
Fc1cccc(-c2nc(COc3ccc4ccc(C(F)(F)F)nc4c3)co2)c1,-5%,-7%
O=C(Nc1ccc(Cl)cc1)C1CCC(CNS(=O)(=O)c2ccc(Br)s2)CC1 (stereo not drawn),-1%,3%
CCCCCCCCS(=O)CCCCO (stereo not drawn),-7%,-4%
CCC1=Nc2cc(C(=O)NCc3ccccc3Cl)ccc2Sc2ccc(C)cc21,-6%,-10%
O=S(=O)(NCC(O)Cn1c2ccc(Cl)cc2c2cc(Cl)ccc21)c1ccccc1 (stereo not drawn),-2%,8%
COc1ccc(/C=N/OCC(=O)OCC(=O)c2ccc(Cl)cc2)cc1,5%,22%
CC(C)C(=O)Nc1c(C(=O)N2CCN(c3ccccc3F)CC2)oc2ccccc12,3%,-15%
O=C(CC1(O)C(=O)Nc2c(C(F)(F)F)cccc21)c1ccco1 (stereo not drawn),4%,10%
